NCI-60 one-dose screen, 48 h, at 10 µM unless noted. Numbers give growth in % (100 = growth as untreated, 0 = no growth, -100 = all killed).
OVCAR-3: OVCAR-3 ovarian cancer; actives 7% (n = 79,000); AID 1794787
PC-3: PC-3 prostate cancer cells. actives 3.9% (n = 80,000). AID 1794754
KM12: KM12 colon cancer cells. actives 5% (n = 82,000)
OVCAR-5: OVCAR-5 ovarian cancer; actives 2.9% (n = 82,000)
SW-620: SW-620 colon cancer; actives 5.2% (n = 82,000); AID 1794795
HCC-2998: HCC-2998 colon cancer. actives 4.7% (n = 79,000)
DU-145: DU-145 prostate cancer; actives 4.2% (n = 81,000)
OVCAR-8: OVCAR-8 ovarian cancer. actives 4.4% (n = 81,000)
OVCAR-4: OVCAR-4 ovarian cancer cells; actives 3.7% (n = 80,000); AID 1794784
An asterisk follows results filed as active; [ ] = dose if it differs, or a comment. How the source made its calls: active means growth percent below 10; inactive means the rest.

Start of the listing, in advance (seven entries):
Screening CC(=O)N1N=C(Cn2nnnc2-c2ccccc2)OC1c1ccc(Cl)cc1 (stereo not drawn) returned OVCAR-3 111, PC-3 100, KM12 112, OVCAR-5 108, SW-620 107, HCC-2998 106, DU-145 106 and OVCAR-8 100.
Screening N#CC(C#N)=C(N)c1n[nH]n2c1nc(=O)c1sccc12 returned OVCAR-3 109, PC-3 96, KM12 101, OVCAR-5 103, SW-620 98, HCC-2998 105, DU-145 112, OVCAR-8 105 and OVCAR-4 108.
Screening O=C1COCCN1c1ccc(N2C(=O)C(Cl)C2c2cn(Cc3ccccc3)c3ccccc23)cc1 (stereo not drawn) returned OVCAR-3 109, PC-3 94, KM12 107, OVCAR-5 102, SW-620 106, HCC-2998 115, DU-145 103, OVCAR-8 100 and OVCAR-4 98.
For CC1=NN(c2nc(-c3c(O)cc(C)oc3=O)cs2)C(=O)/C1=C\c1ccc(Cl)cc1 the results were OVCAR-3 108, PC-3 95, KM12 100, OVCAR-5 97, SW-620 104, HCC-2998 101, DU-145 110, OVCAR-8 101 and OVCAR-4 96.
`Cc1ccc(C(=O)CSc2nc(-c3ccc(Br)cc3)c(C#N)c(=O)[nH]2)cc1` gave OVCAR-3 100, PC-3 91, KM12 97, OVCAR-5 105, SW-620 92, HCC-2998 101, DU-145 104, OVCAR-8 89 and OVCAR-4 86.
Screening CNc1nc2ncncc2[nH]1 returned OVCAR-3 113, PC-3 70, KM12 103, OVCAR-5 103, SW-620 108, HCC-2998 102, DU-145 104, OVCAR-8 93 and OVCAR-4 106.
Screening NC(=O)c1c(NC(=O)Cc2ccc(Cl)cc2)sc2c1CCCC2 returned OVCAR-3 111, PC-3 92, KM12 108, OVCAR-5 84, HCC-2998 97, DU-145 102, OVCAR-8 97 and OVCAR-4 107.

All compounds of this part, previewed entries included:
Screening CC(=O)N1N=C(Cn2nnnc2-c2ccccc2)OC1c1ccc(Cl)cc1 (stereo not drawn) returned OVCAR-3 111, PC-3 100, KM12 112, OVCAR-5 108, SW-620 107, HCC-2998 106, DU-145 106 and OVCAR-8 100.
Screening N#CC(C#N)=C(N)c1n[nH]n2c1nc(=O)c1sccc12 returned OVCAR-3 109, PC-3 96, KM12 101, OVCAR-5 103, SW-620 98, HCC-2998 105, DU-145 112, OVCAR-8 105 and OVCAR-4 108.
Screening O=C1COCCN1c1ccc(N2C(=O)C(Cl)C2c2cn(Cc3ccccc3)c3ccccc23)cc1 (stereo not drawn) returned OVCAR-3 109, PC-3 94, KM12 107, OVCAR-5 102, SW-620 106, HCC-2998 115, DU-145 103, OVCAR-8 100 and OVCAR-4 98.
For CC1=NN(c2nc(-c3c(O)cc(C)oc3=O)cs2)C(=O)/C1=C\c1ccc(Cl)cc1 the results were OVCAR-3 108, PC-3 95, KM12 100, OVCAR-5 97, SW-620 104, HCC-2998 101, DU-145 110, OVCAR-8 101 and OVCAR-4 96.
`Cc1ccc(C(=O)CSc2nc(-c3ccc(Br)cc3)c(C#N)c(=O)[nH]2)cc1` gave OVCAR-3 100, PC-3 91, KM12 97, OVCAR-5 105, SW-620 92, HCC-2998 101, DU-145 104, OVCAR-8 89 and OVCAR-4 86.
Screening CNc1nc2ncncc2[nH]1 returned OVCAR-3 113, PC-3 70, KM12 103, OVCAR-5 103, SW-620 108, HCC-2998 102, DU-145 104, OVCAR-8 93 and OVCAR-4 106.
Screening NC(=O)c1c(NC(=O)Cc2ccc(Cl)cc2)sc2c1CCCC2 returned OVCAR-3 111, PC-3 92, KM12 108, OVCAR-5 84, HCC-2998 97, DU-145 102, OVCAR-8 97 and OVCAR-4 107.
CCN(CC)CCNc1ccc(CO)c(Cl)c1 was read as OVCAR-3 106, PC-3 103, KM12 99, OVCAR-5 110, SW-620 111, HCC-2998 103, DU-145 113, OVCAR-8 110 and OVCAR-4 96.
For CC(=O)Nc1cccc(Nc2cc(NC(C)=O)ccc2C(=O)NCc2ccc3c(c2)OCO3)c1 the results were OVCAR-3 115, PC-3 109, KM12 116, OVCAR-5 102, SW-620 101, HCC-2998 102, DU-145 105, OVCAR-8 106 and OVCAR-4 112.
`CCOC(=O)CSc1ncnc2c1c(-c1ccccc1)c(-c1ccccc1)n2-c1ccc(C)cc1` gave OVCAR-3 66, PC-3 52, KM12 50, OVCAR-5 94, SW-620 81, HCC-2998 76, DU-145 74, OVCAR-8 55 and OVCAR-4 80.
`O=C1[C@H]2Cc3c([nH]c4ccccc34)[C@H](c3ccc(Br)cc3)N2C(=O)CN1C1CCN(Cc2ccccc2)CC1` gave OVCAR-3 80, PC-3 46, KM12 66, OVCAR-5 90, SW-620 82, HCC-2998 56, DU-145 82, OVCAR-8 84 and OVCAR-4 78.
C/C(=N\O)c1ccc(OCC(=O)Nc2nc(-c3ccc(C)cc3)cs2)cc1 was read as OVCAR-3 101, PC-3 104, KM12 101, OVCAR-5 109, SW-620 102, HCC-2998 99, DU-145 106, OVCAR-8 96 and OVCAR-4 100.
Cc1nc(-c2ccccc2)cc2c1C(=O)N(CC(=O)N1CCCCC1)C2=O was read as OVCAR-3 111, PC-3 99, KM12 103, OVCAR-5 94, SW-620 99, HCC-2998 105, DU-145 106, OVCAR-8 106 and OVCAR-4 106.
Cc1c(-c2nn(-c3ccccc3)cc2/C=N\O)nnn1-c1ccc(Cl)cc1 was read as OVCAR-3 113, PC-3 97, KM12 99, OVCAR-5 104, SW-620 107, HCC-2998 116, DU-145 106, OVCAR-8 108 and OVCAR-4 101.
O=S(=O)(NCCNc1cc(-c2cn(-c3ccccc3)nc2-c2cccc(O)c2)ccn1)c1ccccc1 was read as OVCAR-3 63, PC-3 30, KM12 37, OVCAR-5 92, SW-620 44, HCC-2998 25, DU-145 76, OVCAR-8 50 and OVCAR-4 56.
Screening O=c1c2ccccc2nc(COc2ccccc2)n1/N=C/c1ccc(F)cc1 returned OVCAR-3 114, PC-3 76, KM12 94, OVCAR-5 94, SW-620 93, HCC-2998 104, DU-145 91, OVCAR-8 94 and OVCAR-4 77.
Screening COc1ccc(-c2ccn(CC(=O)N3CC(C)OC(C)C3)n2)cc1OC1CCCC1 (stereo not drawn) returned OVCAR-3 107, PC-3 91, KM12 104, OVCAR-5 101, SW-620 93, HCC-2998 95, DU-145 103, OVCAR-8 99 and OVCAR-4 106.
`C=CCNc1nnc2n(Cc3ccccc3)c(=O)c3c4c(sc3n12)CCCC4` gave OVCAR-3 51, PC-3 59, KM12 62, OVCAR-5 101, SW-620 31, HCC-2998 71, DU-145 55, OVCAR-8 57 and OVCAR-4 82.
Screening CC(C)CN1C(=O)C(O)(CC(=O)c2cc3ccccc3oc2=O)c2ccccc21 (stereo not drawn) returned OVCAR-3 94, PC-3 90, KM12 75, OVCAR-5 115, SW-620 43, HCC-2998 115, DU-145 101, OVCAR-8 72 and OVCAR-4 91.
`O=C(NOC(=O)c1ccccc1)c1ccccc1` gave OVCAR-3 115, PC-3 90, KM12 101, OVCAR-5 109, SW-620 94, HCC-2998 112, DU-145 112, OVCAR-8 119 and OVCAR-4 105.
COc1cc(-c2c(-c3ccccc3)c[nH]c2C(N)=O)cc(OC)c1OC was read as OVCAR-3 109, PC-3 99, KM12 100, OVCAR-5 111, SW-620 109, HCC-2998 108, DU-145 109, OVCAR-8 101 and OVCAR-4 106.
O=C1c2ccccc2-c2nc3ccccc3n21 was read as OVCAR-3 120, KM12 110, OVCAR-5 92, SW-620 108, HCC-2998 99, DU-145 111, OVCAR-8 121 and OVCAR-4 94.
Screening C/C(=N/NC(N)=S)c1ccc(Nc2nc(SC(C)C)nc(-c3ccc(F)cc3)c2C#N)cc1 returned OVCAR-3 113, PC-3 92, KM12 98, OVCAR-5 114, SW-620 109, HCC-2998 111, DU-145 103, OVCAR-8 89 and OVCAR-4 91.
For CCCN(CCC)C(=O)c1ccccc1OCC the results were OVCAR-3 107, PC-3 95, KM12 105, OVCAR-5 109, SW-620 101, HCC-2998 109, DU-145 103, OVCAR-8 110 and OVCAR-4 106.
Screening COc1ccc(-c2nc(SCCC(C)C)nc(N3CCOCC3)c2C#N)cc1 returned OVCAR-3 109, PC-3 77, KM12 94, OVCAR-5 98, SW-620 99, HCC-2998 104, DU-145 106, OVCAR-8 94 and OVCAR-4 100.
`COc1cc(/C=N/n2cnc3oc(-c4ccccc4)cc3c2=N)cc(CN2CCN(C)CC2)c1O` gave OVCAR-3 110, PC-3 78, KM12 87, OVCAR-5 105, SW-620 101, HCC-2998 108, DU-145 110, OVCAR-8 94 and OVCAR-4 98.
For COc1cc(-c2c3c(cn2S(=O)(=O)c2ccccc2)-c2nc(N)sc2CC3)cc(OC)c1OC the results were OVCAR-3 -43*, PC-3 42, KM12 29, OVCAR-5 43, SW-620 26, HCC-2998 45, DU-145 0.1*, OVCAR-8 33 and OVCAR-4 56.
Screening CC(=O)Nc1cccc(C(=O)C2=Cc3c(C)c4ccccc4n3Cc3cnnn32)c1 returned OVCAR-3 96, PC-3 83, KM12 97, OVCAR-5 102, SW-620 99, HCC-2998 109, DU-145 107, OVCAR-8 96 and OVCAR-4 89.
For C[N+](C)(C)CCOC(=O)c1ccc(OCc2ccccc2F)cc1 the results were OVCAR-3 113, PC-3 102, KM12 103, OVCAR-5 103, SW-620 104, HCC-2998 110, DU-145 107, OVCAR-8 109 and OVCAR-4 105.
For CC(=O)OC1CC(n2cc(F)c(=O)[nH]c2=O)OC1CO (stereo not drawn) the results were OVCAR-3 50, PC-3 46, KM12 57, OVCAR-5 72, SW-620 48, HCC-2998 17, DU-145 33, OVCAR-8 30 and OVCAR-4 95.
C[C@@H](C(=O)O)c1ccc2c3cc(Cl)ccc3n(Cc3cc(=O)oc4ccc(Cl)cc34)c2c1 was read as OVCAR-3 99, PC-3 98, KM12 99, OVCAR-5 97, SW-620 107, HCC-2998 101, DU-145 103, OVCAR-8 105 and OVCAR-4 99.
COC(=O)[C@@H](Cc1cnc[nH]1)NC(=O)/C=C/c1ccccc1 was read as OVCAR-3 105, PC-3 97, KM12 104, OVCAR-5 106, SW-620 108, HCC-2998 103, DU-145 121, OVCAR-8 97 and OVCAR-4 109.
For C#CCC1(CCC2OCCO2)NS(=O)(=O)c2ccccc21 (stereo not drawn) the results were OVCAR-3 110, PC-3 95, KM12 110, OVCAR-5 92, SW-620 104, HCC-2998 93, DU-145 114, OVCAR-8 101 and OVCAR-4 108.
`COc1ccc(Cc2cc(-c3ccc(Cl)c(Cl)c3)n[nH]c2=O)cc1` gave OVCAR-3 102, PC-3 95, KM12 96, OVCAR-5 93, SW-620 91, HCC-2998 110, DU-145 108, OVCAR-8 101 and OVCAR-4 101.
Screening CC(=O)c1cc(C(=O)c2ccc(C#N)cc2)n2ccc(C)cc12 returned PC-3 91, KM12 97, OVCAR-5 92, SW-620 96, HCC-2998 106, DU-145 96, OVCAR-8 101 and OVCAR-4 91.
Screening O=C(CCN1CCCCCC1)c1ccccc1 returned OVCAR-3 115, PC-3 109, KM12 111, OVCAR-5 105, SW-620 108, HCC-2998 109, DU-145 116, OVCAR-8 108 and OVCAR-4 115.
Screening CNCc1ccccc1CN(CC(=O)Nc1ccc2c(c1)CC1(C2)C(=O)Nc2ncccc21)C(=O)C(C)(C)C (stereo not drawn) returned OVCAR-3 114, PC-3 98, KM12 107, OVCAR-5 109, SW-620 97, HCC-2998 113, DU-145 112, OVCAR-8 99 and OVCAR-4 104.
Screening CNc1ccc(/C=C/c2c(F)cccc2F)cc1 returned OVCAR-3 98, PC-3 75, KM12 90, OVCAR-5 113, SW-620 95, HCC-2998 83, DU-145 102, OVCAR-8 93 and OVCAR-4 65.
COc1cccc(-c2nn(-c3ccccc3)cc2-c2ccnc(N3CCN(C(=O)Nc4ccc(Cl)c(C(F)(F)F)c4)CC3)c2)c1 was read as OVCAR-3 49, PC-3 46, KM12 67, OVCAR-5 88, SW-620 76, HCC-2998 85, DU-145 76, OVCAR-8 85 and OVCAR-4 59.
Screening O=C(CNC(=O)c1cccc2ccccc12)Nc1ccccc1Cc1ccccc1 returned OVCAR-3 16[5 µM], PC-3 32[5 µM], KM12 36[5 µM], OVCAR-5 66[5 µM], SW-620 26[5 µM], HCC-2998 87[5 µM], DU-145 48[5 µM], OVCAR-8 38[5 µM] and OVCAR-4 81[5 µM].
Screening Nc1ccc(-c2ccc(N)cc2S(=O)(=O)O)c(S(=O)(=O)O)c1 returned OVCAR-3 106, PC-3 95, KM12 105, OVCAR-5 107, SW-620 99, HCC-2998 96, DU-145 114, OVCAR-8 90 and OVCAR-4 124.
O=[N+]([O-])c1ccc(Oc2cccc3c(Oc4ccc([N+](=O)[O-])cc4[N+](=O)[O-])cccc23)c([N+](=O)[O-])c1 was read as OVCAR-3 95, PC-3 80, KM12 87, OVCAR-5 109, SW-620 88, HCC-2998 110, DU-145 107, OVCAR-8 78 and OVCAR-4 88.
Screening O=c1[nH]c(=S)[nH]c(O)c1/C=C1\C=Nc2ccccc21 returned OVCAR-3 33, PC-3 62, KM12 48, OVCAR-5 96, SW-620 36, HCC-2998 100, DU-145 108, OVCAR-8 49 and OVCAR-4 92.
COc1ccccc1-n1cc(C#N)c(N)c1C(C)=O was read as OVCAR-3 111, PC-3 101, KM12 99, OVCAR-5 102, SW-620 106, HCC-2998 102, DU-145 109, OVCAR-8 109 and OVCAR-4 105.
O=C1OC(=O)c2ccc(-c3ccc4ncn(C5CCCCC5)c4c3)c3cccc1c23 was read as OVCAR-3 110, PC-3 83, KM12 96, OVCAR-5 102, SW-620 107, HCC-2998 97, DU-145 107, OVCAR-8 102 and OVCAR-4 101.
`Cc1c(O)c(=O)ccn1-c1ccc(N)cc1` gave OVCAR-3 101, PC-3 102, KM12 105, OVCAR-5 102, SW-620 97, HCC-2998 102, DU-145 106, OVCAR-8 106 and OVCAR-4 110.
Screening CC(C)CCSc1nc(NN)c(C#N)c(-c2ccccc2)n1 returned OVCAR-3 76, PC-3 79, KM12 92, OVCAR-5 93, SW-620 96, HCC-2998 95, DU-145 99, OVCAR-8 89 and OVCAR-4 78.

Screening data: PubChem BioAssay, NCI
